# Source: PubChem
# Tn6 DDE FP: inhibitors of Tn6 peptide binding to human fibrin DD(E); P02675; Fibrin DD(E) TRITC-Tn6 fluorescence polarization displacement; inhibition, % at 8.3 µM; 370,000 compounds, 0.21% hits; AID 720509;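 active means inhibition above a per-campaign cutoff: mean of compounds within control limits plus 3 SD, cut at about 15% in these data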;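 further: 0% = median of all compound wells on the plate and 100% = blocking peptide control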
# ADAM10 inh: ADAM10 inhibition, QFRET primary screen; O14672; recombinant ADAM10, EDANS/DABCYL FRET peptide cleavage, 3 h; inhibition, % at 7 µM; 370,000 compounds, 0.62% hits; AID 720582;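 active means inhibition above a per-campaign cutoff equal to the mean of compounds falling between control-based bounds plus 3 SD, cut at about 20% in these data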;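 further: 0% = DMSO wells while the 100% control is not disclosed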
# LEDGF integ inh: blocks HIV-1 LEDGF/p75-dependent DNA integration; TR-FRET IN-LEDGF/p75 DNA integration, Eu/Cy5; inhibition, % at 3.7 µM; 370,000 compounds, 0.64% hits; AID 743269;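 active means inhibition above the screen-wide mean plus 3 SD, cut at about 13% in these data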;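 further: signal is the Cy5 over europium emission ratio at 671 and 618 nm; 0% = plate median of compound wells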
# proKLK7 act: proKLK7 (human) activation, primary screen; P49862; purified proKLK7, EDANS-DABCYL substrate fluorescence; 100% is mature enzyme control, 0% vehicle; activation, % at 7 µM; 370,000 compounds, 0.9% hits;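 active means activation above the mean of all tested compounds plus 3 SD, computed per campaign excluding outliers beyond control limits, cut at about 13% in these data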
# ADAM17 inh: ADAM17 inhibition, QFRET primary screen; P78536; inhibition, % at 6.95 µM; AID 720648; recombinant ADAM17, EDANS/DABCYL FRET peptide cleavage; 370,000 compounds, 0.83% hits;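 active means inhibition above the mean of compounds lying between control limits plus 3 SD, set per campaign, cut at about 8.5% in these data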;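 further: 0% = DMSO-only wells as the low control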
# PLC-gamma1 inh: inhibitors of human phospholipase C gamma1. P19174. purified PLC-gamma1, fluorogenic substrate, fluorescence. inhibition, % at 12.2 µM. 370,000 compounds, 0.84% hits. AID 720700; in the data active means inhibition above about 9.5%
# Target sequence (P19174 whole entry, looked up): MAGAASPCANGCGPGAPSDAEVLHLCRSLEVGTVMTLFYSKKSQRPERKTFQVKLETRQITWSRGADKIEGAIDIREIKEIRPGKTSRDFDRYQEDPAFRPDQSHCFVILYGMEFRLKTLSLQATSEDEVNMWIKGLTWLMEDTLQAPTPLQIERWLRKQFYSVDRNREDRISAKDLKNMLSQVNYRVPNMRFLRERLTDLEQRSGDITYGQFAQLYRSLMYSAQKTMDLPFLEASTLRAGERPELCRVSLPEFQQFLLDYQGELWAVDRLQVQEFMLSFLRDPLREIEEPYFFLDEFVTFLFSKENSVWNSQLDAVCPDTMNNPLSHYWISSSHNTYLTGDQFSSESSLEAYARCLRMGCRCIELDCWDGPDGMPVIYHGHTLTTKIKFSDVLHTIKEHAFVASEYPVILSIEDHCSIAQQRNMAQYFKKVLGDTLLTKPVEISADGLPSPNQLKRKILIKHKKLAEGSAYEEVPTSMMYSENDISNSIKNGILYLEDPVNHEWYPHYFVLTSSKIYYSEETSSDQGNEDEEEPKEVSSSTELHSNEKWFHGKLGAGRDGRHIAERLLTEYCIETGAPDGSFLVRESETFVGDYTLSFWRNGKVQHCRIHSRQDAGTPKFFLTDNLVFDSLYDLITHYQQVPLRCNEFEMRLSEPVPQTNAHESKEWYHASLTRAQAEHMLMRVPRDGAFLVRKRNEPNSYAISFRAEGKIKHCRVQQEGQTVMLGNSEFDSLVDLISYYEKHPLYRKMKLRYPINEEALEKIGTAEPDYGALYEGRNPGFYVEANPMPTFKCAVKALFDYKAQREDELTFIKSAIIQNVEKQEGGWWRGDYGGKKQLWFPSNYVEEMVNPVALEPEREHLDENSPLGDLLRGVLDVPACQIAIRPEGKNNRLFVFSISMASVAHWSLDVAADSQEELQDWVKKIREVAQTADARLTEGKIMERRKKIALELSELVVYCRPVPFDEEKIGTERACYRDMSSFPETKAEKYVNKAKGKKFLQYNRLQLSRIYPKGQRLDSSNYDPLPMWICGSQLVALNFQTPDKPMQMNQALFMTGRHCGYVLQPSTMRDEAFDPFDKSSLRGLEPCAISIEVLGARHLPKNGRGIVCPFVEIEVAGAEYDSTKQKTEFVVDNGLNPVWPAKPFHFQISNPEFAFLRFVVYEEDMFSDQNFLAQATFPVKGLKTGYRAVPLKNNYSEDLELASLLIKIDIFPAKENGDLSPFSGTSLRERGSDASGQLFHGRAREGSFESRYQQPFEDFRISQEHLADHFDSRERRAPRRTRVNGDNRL
# Tn7 DDE FP: DD(E)-Tn7 binding inhibition, primary FP screen | P02675 | FP displacement of FITC-Tn7 peptide from fibrin DD(E); 0% = median of compound wells per plate | inhibition, % at 8.3 µM | 370,000 compounds, 0.13% hits | AID 720508;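 active means inhibition above the mean of compounds falling within the control limits plus 3 SD of them, cut at about 14% in these data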;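 further: 0% = plate median of compound wells and 100% = 10 µM Aha-Tn7 peptide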
#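 system = human fibrin DD(E) protein | quantity = DD(E) 2 µM final | medium = Tris/NaCl/CaCl2 buffer, pH 7.8 | also added = labelled Tn7 tracer, 0.1 µM | compound dosing = single point at 8.3 µM | timing = compound with protein 10 min, then 3 h after probe, room temperature | signal = FP measurement | benchmarks = Aha-Tn7 high control | repeats = one replicate per compound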
# TDP2 absorb: TDP2 (human) inhibition, absorbance primary screen; O95551; recombinant TDP2, T5PNP hydrolysis, p-nitrophenol absorbance 415 nm; inhibition, % at 12.8 µM; 370,000 compounds, 0.34% hits;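 active means inhibition above the mean of all tested compounds plus 3 SD, set per campaign, cut at about 25% in these data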;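 further: 0% = DMSO with enzyme and 100% = buffer with substrate but no TDP2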
#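 Read-out basis: percent inhibition. System: recombinant human TDP2. Buffer or medium: Mg2+-containing Tris-HCl buffer, pH 7.5. Repeats: single replicate. Timing: reaction 2 h, 37 °C. Benchmarks: high control without enzyme, low control DMSO plus TDP2. Probe or stimulus: 5 mM T5PNP. Doses: 12.8 µM only. Measured by: epi absorbance of p-nitrophenol freed from T5PNP by hydrolysis.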
# ASAP1 GAP inh: ASAP1 ArfGAP inhibition. AID 624377. Q9ULH1. 360,000 compounds, 0.19% hits. inhibition, % at 16.5 µM. ASAP1-stimulated ARF1 GTP hydrolysis, GDP FP detection; in the data active means inhibition above about 25%;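 further: 0% = vehicle with enzyme and substrate and 100% = no enzyme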
# ARFGAP1 inhibitor: inhibitors of rat ARFGAP1; Arfgap1-stimulated ARF1 GTP hydrolysis, GDP FP detection; inhibition, % at 16.5 µM; 360,000 compounds, 0.26% hits; AID 651572;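 active means inhibition above a per-plate limit, mean inhibition of low control wells plus 3 SD, cut at about 25% in these data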;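 further: 0% = DMSO wells with enzyme and 100% = wells lacking Arfgap1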
#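 System: truncated rat Arfgap1 GAP domain / Medium: HEPES-based buffer, pH 7.5 / Also added: N-terminally truncated human ARF1-GTP substrate / Incubation: enzyme reaction 120 min at 25 °C after 20 min preincubation / Measured by: FP of antibody-bound GDP Alexa 633 tracer, ex 620/em 688 nm / Replicates: singlicate, each compound tested once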
# * hit, by the source's call; · = no result given.
SMILES,Tn6 DDE FP,ADAM10 inh,LEDGF integ inh,proKLK7 act,ADAM17 inh,PLC-gamma1 inh,Tn7 DDE FP,TDP2 absorb,ASAP1 GAP inh,ARFGAP1 inhibitor
C=CCC(NC(=O)c1ccc(C#N)cc1)C(=O)NCCC (stereo not drawn),0,0,0,-0.9,-4,0,-3,-1,5,-6
C(=C\c1nc(N2CCCC2)c2ccccc2n1)/c1ccccc1,-8,-1,4,-0.6,-1,-26,-8,-13,5,7
O=C(O)C1CCCCC1C(=O)OCCCCOC(=O)C1CCCCC1C(=O)O (stereo not drawn),1,0,2,0.1,-3,3,7,8,-3,-5
Cn1ncc(Br)c1C(=O)N1CCOCC1,-1,-4,-3,-0.2,-3,-3,6,-1,20,5
O=C(c1cccc(Cl)c1Cl)N1CCN(c2ccccn2)CC1,2,-6,2,-0.5,-5,2,0,6,-5,-5
O=C1CC(c2cccc(Cl)c2)CC(O)=C1C=Nc1cccc(Cl)c1 (stereo not drawn),-7,-9,0,-0.3,-3,-3,5,-1,10,-1
CCCc1ccc2oc(C(=O)NCCc3cnn(C)c3)c(C)c2c1,1,4,1,0.9,0,-1,11,6,16,1
COc1cc2c(cc1OC)CN(C(=O)c1cc(=O)c3ccccc3o1)CC2,-6,-14,-2,0.3,0,-3,-6,-2,5,2
CCC1CCCCN1C(=S)NC(=O)c1cc(S(=O)(=O)N2CCOCC2)ccc1C (stereo not drawn),-4,4,-2,0.0,2,1,2,-15,-3,0
COc1ccccc1N(CC(=O)Nc1ccccc1C(=O)N1CCCC1)S(C)(=O)=O,-3,12,7,0.3,2,6,-4,9,-9,8
COc1ccc(N(CN2C(=O)C3CCCCC3C2=O)C(=O)c2ccco2)cc1 (stereo not drawn),0,-1,1,0.4,-1,3,0,9,-2,4
CC1(C(=O)NS(=O)(=O)c2ccc(Cl)cc2)CCN1C(=O)CC1CC1 (stereo not drawn),0,5,4,-0.3,0,0,-6,-7,5,6
C=CCNC(=O)COC(=O)c1ccccc1C(=O)N(C)C1CCCCC1,-12,0,2,0.0,1,0,-6,3,9,10
CCC(CC)C(=O)Nc1cccc(C(=O)NC(C)(C)C)c1,1,-11,-2,0.0,-9,2,5,7,-1,4
Cc1ccccc1Cn1c(C)c(C(=O)NCCC#N)sc1=O,12,-3,2,-0.3,0,3,1,4,-5,3
CCOC(=O)c1cccc(NC(=O)CCn2cccc2)c1,5,1,1,0.0,-1,1,-12,-6,7,10
O=C(NCc1ccccn1)c1ccc(Cn2cc(Br)cn2)o1,4,-2,0,-0.1,-1,0,7,2,-8,-2
CCS(=O)(=O)c1nc(S(=O)(=O)c2ccc(C)cc2)c(N2CC(C)OC(C)C2)s1 (stereo not drawn),10,-4,-1,0.2,-1,0,2,7,0,-14
CN(C)S(=O)(=O)c1ccccc1N=C=S,13,6,-3,0.3,-3,1,-2,2,-4,17
O=[N+]([O-])c1cnccc1Nc1cccc(F)c1,-7,-10,0,0.2,-2,-3,-2,-2,7,7
O=C(Nc1ccncc1)c1ccccc1Cl,-1,0,6,0.1,1,2,-7,-17,2,8
O=C(Oc1ccccc1)c1cccc2cccc(C(=O)Oc3ccccc3)c12,-2,12,3,0.1,1,-29,-9,-6,4,4
CN(C1CCCCC1)S(=O)(=O)CCNC(=O)c1ccccc1,-2,5,-1,-0.3,-1,-1,0,-1,-3,3
O=C(NCCc1ccccc1)C1CCCN(C(=O)NC2CCCCC2)C1 (stereo not drawn),4,-8,-2,0.0,-6,-1,-3,2,-9,5
NCCCC[C@H]1CNC(=S)N1CCCCC1CCCCC1,0,3,-1,-0.1,0,4,-4,-11,-7,8
COCCn1c(-c2ccc(Cl)cc2Cl)nc2c(c(=O)c3ccccc3n2C)c1=O,2,-1,-2,-0.1,-2,0,0,6,1,-8
COc1cccc(NC(=O)N(C)C[C@@H]2Oc3cc(Br)ccc3S(=O)(=O)N([C@@H](C)CO)C[C@H]2C)c1,4,-1,-2,0.1,-2,4,12,13,3,-15
COC(=O)C1=C(C)Nc2ncnn2C1c1cccnc1 (stereo not drawn),3,0,1,-0.5,0,3,6,0,3,-3
CCCCCOc1ccccc1C(=O)NCCC(=O)O,7,1,9,0.9,7,1,4,-10,-12,-17
C/C(=N\NC(=O)c1c[nH]c2ccccc12)c1ccc(C)s1,3,7,1,0.1,0,-3,-1,5,-4,-11
Cc1ccc(NC(=O)c2sc(Cl)nc2-c2ccccc2)cc1,-8,4,2,-0.1,4,-7,1,-3,-15,-2
CN(C)S(=O)(=O)c1ccc(N2CCCC2)c(C(=O)Nc2ccc(Br)cc2F)c1,-3,-14,2,-0.8,-3,-1,-6,-11,2,-8
C=C(C)C(=O)Nc1cccc(C2=NOC3(C2)C[C@H](C(N)=O)N(C(=O)/C=C/C)C3)c1 (stereo partly drawn),8,6,26*,-0.5,9.9*,12*,-2,-21,11,23
CC1(C)C2CCC1(CS(=O)(=O)NC1CCCC1)C(=O)C2 (stereo not drawn),-1,1,-2,0.2,-5,-5,-2,18,-10,3
CC(=O)c1cccc(NC(=O)c2ccc(C)o2)c1,-10,-10,-2,-0.5,-7,3,-6,-12,7,3
Nc1ccc(N=Nc2ccccc2)cc1[N+](=O)[O-],-1,11,-4,0.2,3,8,3,0,6,-4
Cc1ccccc1C(=O)NC(NC(=S)Nc1ccc(S(N)(=O)=O)cc1)C(Cl)(Cl)Cl (stereo not drawn),0,6,-2,0.1,3,2,-7,1,4,0
CC(=O)Nc1cccc(C(=O)/C=C/c2ccc[nH]2)c1,4,7,11,-1.1,2,-29,-11,-9,6,-6
COc1cc2c(cc1[N+](=O)[O-])n(C(C)C)c(=O)n2C(C)C,4,-1,3,0.0,0,5,1,-6,1,11
CC(C)CC(NS(=O)(=O)c1ccccc1)C(=O)O (stereo not drawn),4,8,-1,0.2,1,4,5,8,-2,-2
CC1(C)CC2(CC(c3ccccc3)Oc3cc(O)ccc32)NC(=S)N1 (stereo not drawn),10,-5,-2,-0.9,-2,0,3,6,1,6
CCn1c(C)[n+](Cc2ccccc2)c2ccc(C(=O)OC)cc21,9,6,0,0.6,-8,-1,-8,6,4,-3
CCCCN(C)S(=O)(=O)c1ccc(C(=O)Nc2nnc(-c3ccco3)o2)cc1,-6,11,4,-0.1,1,-1,-9,-8,4,7
O=C(NCc1ccncc1)C(=O)NCC1OCCN1S(=O)(=O)c1ccccc1 (stereo not drawn),8,-16,0,0.8,-8,-1,6,8,-13,4
CN1CCN(CC(=O)N(C)c2nc(-c3ccccc3)cs2)CC1,0,7,-1,0.1,-2,1,-3,3,-3,7

# 3 entries out of the list above, ordered by the number in ASAP1 GAP inh, high to low:
structure | ASAP1 GAP inh
CC(=O)Nc1cccc(C(=O)/C=C/c2ccc[nH]2)c1 | 6
CCn1c(C)[n+](Cc2ccccc2)c2ccc(C(=O)OC)cc21 | 4
COc1cc2c(cc1[N+](=O)[O-])n(C(C)C)c(=O)n2C(C)C | 1

# Continuation.
SMILES,Tn6 DDE FP,ADAM10 inh,LEDGF integ inh,proKLK7 act,ADAM17 inh,PLC-gamma1 inh,Tn7 DDE FP,TDP2 absorb,ASAP1 GAP inh,ARFGAP1 inhibitor
COc1ccc(CC(=O)Nc2ccc(-c3cn4ccccc4n3)cc2)cc1,-11,-205,-1,-4.8,-75,-43,-4,-19,-4,10
CC(C)C[C@H](NC(=O)NCCc1ccc(Cl)cc1)C(=O)O,3,-10,1,-1.1,-5,-4,-1,3,1,-3
O=C(Oc1ccc(-c2ccccc2)cc1)N1CCCCC1,6,-4,1,-0.3,1,0,-2,-4,3,-2
N#Cc1ccccc1CSc1nnc(Cc2ccccc2)o1,7,5,-1,0.1,-6,-4,4,-4,-1,-1
CC1CCCCC1NC(=O)CCNS(=O)(=O)c1ccc2c(c1)CCC(=O)N2 (stereo not drawn),-10,7,-5,0.1,-8,5,5,-17,3,13
Cc1cc(N2C(=O)C3C4C=CC(C4)C3C2=O)ccc1Br (stereo not drawn),0,6,0,0.2,1,2,0,-6,-4,5
O=C(Nc1cccnc1)C1COc2ccccc2O1 (stereo not drawn),-3,1,-1,-0.1,-2,2,-11,-2,-13,-3
Cc1ccc(Cn2cc(CN(C(C)(C)C)S(=O)(=O)c3ccc(F)cc3Br)nn2)cc1,5,-5,-4,0.5,-3,8,4,-1,·,·
COc1ccc(-c2noc3c2-c2nc(-c4ccccc4Cl)sc2CC3)cc1,-1,2,1,0.2,-3,-2,4,9,12,10
C/C(=N\NC(=O)C(O)c1ccccc1)c1cccnc1 (stereo not drawn),-3,-2,-1,-1.1,-6,1,1,8,-7,0
Cc1ccccc1-c1cc(C(=O)NCc2ccc3c(c2)OCO3)nn1CC1CC(c2cccc([N+](=O)[O-])c2)=NO1 (stereo not drawn),-6,8,-1,-0.1,4,3,-5,7,-1,17
NC(=O)CCC(=O)N1CCCC(C(=O)c2ccc3c4c(cccc24)CC3)C1 (stereo not drawn),-2,-403,2,3.2,-132,-112,-1,-5,-8,-14
COc1cccc(CC(=O)Nc2ccc(S(=O)(=O)N3CCOCC3)cc2)c1,0,-8,3,0.0,0,-4,-3,10,18,-11
CCOC(=O)N1C2=NC(C(=O)OC)=C(C(=O)OC)[C@@H]3N(C)c4ccccc4[C@]23C[C@H]1C(=O)OC,1,-3,2,0.4,-3,0,4,0,6,-2
O=C(NC1CC(=O)c2sccc21)c1cccc(C(F)(F)F)c1 (stereo not drawn),4,8,9,0.2,0,5,-1,-12,-3,7
COC(=O)c1ccc(NC(=S)N2CCN(Cc3ccccc3OC)CC2)cc1,-13,7,-2,0.1,-3,3,5,-6,17,11
O=C(Nc1c(C(=O)Nc2ccc3c(c2)OCCO3)cnn1-c1ccccc1Cl)c1ccco1,-1,4,4,0.1,-1,4,-6,2,1,3
CCCn1nnc(NC(=O)c2ccc(-c3ccccc3)cc2)n1,-2,-6,2,0.1,4,7,-7,-3,6,8
CN1C(c2ccccc2)CCOS1(=O)=O (stereo not drawn),-4,10,-1,1.1,-1,-1,6,1,7,-2
COc1cc2c(cc1NC(=O)COC(=O)Cn1cnc3ccccc31)oc1ccccc12,0,0,-2,-0.6,-5,-1,3,3,9,-6
